Source: PubChem BioAssay
STEP block: inhibitors of human striatal-enriched phosphatase STEP. P54829. recombinant STEP, OMFP fluorogenic substrate, fluorescence. inhibition, % at 20 µM. hit rate 0.25% among 360,000;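 active means inhibition at 20 µM, scaled per plate between control wells, above about 37%, limit read from the data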;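 further: 0% = DMSO with enzyme and substrate and 100% = substrate only without enzyme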
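Measure: Control-normalized % inhibition with plate pattern correction | Test system: STEP phosphatase, cell-free reaction | Medium: pH 6.0 Bis-Tris with DTT and Tween 20 | Technique: Fluorescence, 480/540 nm | Times: Reaction 20 min, ambient temperature | Doses: Single compound dose of 20 µM, 1% DMSO final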
NadD inh: inhibitors of Staphylococcus aureus NadD; hit rate 0.78% among 360,000; inhibition, % at 20 µM; purified NadD enzyme, colorimetric absorbance read-out; AID 602399; in the data active means inhibition above about 26%; further: some compounds past the cut are filed as inactive
CSN deneddyl inh: blocks human CSN-mediated cullin deneddylation; Purified CSN, SCF-Nedd8-OG deneddylation, fluorescence polarization; inhibition, % at 12.5 µM; Q92905; AID 651999; hit rate 0.38% among 360,000;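 active means pattern-corrected inhibition above about 35%, with an unprinted fluorescence ratio check between 0.5 and 1.5, limit read from the data, passing the limit was not always enough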;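 further: 0% = enzyme with substrate and 100% = substrate without enzyme; some results filed as inactive read as strong as hits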
Target sequence (Q92905 whole entry, looked up, one chain of several): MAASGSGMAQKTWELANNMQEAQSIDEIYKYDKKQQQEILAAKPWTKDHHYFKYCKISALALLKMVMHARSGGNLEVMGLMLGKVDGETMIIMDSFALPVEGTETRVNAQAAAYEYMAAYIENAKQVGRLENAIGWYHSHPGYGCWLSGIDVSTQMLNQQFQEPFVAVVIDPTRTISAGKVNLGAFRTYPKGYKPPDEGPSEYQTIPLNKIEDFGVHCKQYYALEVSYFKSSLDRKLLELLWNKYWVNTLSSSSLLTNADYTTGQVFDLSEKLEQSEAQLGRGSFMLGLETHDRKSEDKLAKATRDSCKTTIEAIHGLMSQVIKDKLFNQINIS
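Material: human Csn5 produced in HEK293T cells; Input: enzyme 0.24 nM; Reagent: SCFSkp2-Nedd8OG substrate at 10 nM final; Dosing: 12.5 µM compound; Incubation: 90 min reaction at room temperature; Detection: fluorescence polarization of the substrate; Evaluation: % inhibition of substrate cleavage by Csn5; Control set: substrate-only high control, full reaction low control.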
Scp-1 inhibitor: blocks human Scp-1 phosphatase activity; Q9GZU7; inhibition, % at 20 µM; hit rate 0.88% among 340,000; Recombinant Scp1, phosphopeptide, malachite green phosphate absorbance;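 active means inhibition above about 50% at 20 µM, limit read from the data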;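 further: plate controls were DMSO wells with enzyme for no effect and wells lacking enzyme for full effect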
Target sequence (Q9GZU7 76-261 limits assumed): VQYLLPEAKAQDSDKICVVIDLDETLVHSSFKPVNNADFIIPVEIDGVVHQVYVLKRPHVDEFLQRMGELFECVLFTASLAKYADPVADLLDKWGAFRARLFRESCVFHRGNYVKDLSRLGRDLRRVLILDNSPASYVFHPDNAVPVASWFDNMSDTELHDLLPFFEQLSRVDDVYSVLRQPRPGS
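Material: truncated SCP-1 phosphatase (76-261aa) / Buffer or medium: 50 mM Tris acetate pH 5.5, 0.005% Tween-20, 10 mM MgCl2 / Compound dosing: one concentration, 20 µM, with 1.0% DMSO / Incubation: 45 min room-temperature reaction, 5 min colour, 30 min stabiliser / Detection: colorimetric free-phosphate detection, absorbance 630 nm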
DNMT1 inh: blocks human DNA methyltransferase DNMT1; P26358; DNMT1 molecular beacon, Hinp1I cleavage, fluorescence; inhibition (reported as % activation of signal), % at 10 µM; hit rate 0.83% among 360,000; AID 588458; in the data active means inhibition above about 50%
Rpn11 inh: Rpn11 (human) deubiquitinase inhibition; human 26S proteasome, Ub4-pepOG fluorescence polarization; 20S core pre-blocked with epoxomicin; O00487; calls only at 20 µM; hit rate 0.59% among 360,000;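 active means inhibition at 20 µM, scaled to each plate's controls, above about 33%, limit read from the data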
Target sequence (O00487 whole entry, looked up): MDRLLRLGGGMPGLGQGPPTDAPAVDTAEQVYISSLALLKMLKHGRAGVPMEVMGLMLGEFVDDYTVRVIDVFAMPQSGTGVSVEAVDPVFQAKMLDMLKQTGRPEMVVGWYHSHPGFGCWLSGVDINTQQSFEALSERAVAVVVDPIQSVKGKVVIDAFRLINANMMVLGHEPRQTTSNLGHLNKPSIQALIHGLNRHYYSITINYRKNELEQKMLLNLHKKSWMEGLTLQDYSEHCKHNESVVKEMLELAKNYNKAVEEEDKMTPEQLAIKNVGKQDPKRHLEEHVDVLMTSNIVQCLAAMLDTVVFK
Neddyl block: inhibitors of human cullin neddylation | hit rate 0.58% among 360,000 | calls only at 25 µM | TR-FRET cullin neddylation, biochemical | P61081+Q13564; in the data active means inhibition above about 36%
LMPTP block: blocks human LMPTP phosphatase; recombinant LMPTP-A, OMFP fluorogenic substrate, fluorescence intensity; hit rate 0.22% among 360,000; inhibition, % at 20 µM; P24666;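 active means compounds that cut the enzyme signal by at least half of the control window in the single-dose screen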;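 further: plate controls were DMSO wells with enzyme plus substrate for no effect and substrate without enzyme for full effect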
Target sequence (P24666 whole entry, looked up): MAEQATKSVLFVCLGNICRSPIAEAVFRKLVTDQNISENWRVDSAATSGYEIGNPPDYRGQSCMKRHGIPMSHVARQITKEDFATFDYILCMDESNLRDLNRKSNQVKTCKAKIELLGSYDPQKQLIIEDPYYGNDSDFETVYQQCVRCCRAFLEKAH
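Buffer or medium: Bis-Tris pH 6.0, DTT, detergent; Assay system: LMPTP-A enzyme; Quantity: 0.625 nM enzyme; Detection: endpoint fluorescence intensity; Times: 50 min dark incubation at room temperature; Controls: substrate-only low control, DMSO enzyme-plus-substrate high control; Doses: single 20 µM dose; Read-out: percent inhibition versus substrate-only and uninhibited controls; Reagent: 400 µM OMFP.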
Rin1 Abl inh: blocks binding of human Rin1 to Abl; hit rate 0.4% among 360,000; inhibition, % at 7.35 µM; AID 588664; TR-FRET Rin1/Abl binding, biochemical; in the data active means inhibition above about 5%, passing the limit was not always enough
SUMO1 PPI mod: modulators of human SUMO1-mediated protein-protein interactions; P63165; SUMO1 binding to a labelled peptide, TR-FRET, 1 h; inhibition, % at 20 µM; hit rate 0.33% among 360,000; AID 602429; in the data active means inhibition above about 37%
The depositor's hits bear a star.

`CCN(CC(=O)Nc1c(F)cccc1F)C(=O)c1cc([N+](=O)[O-])ccc1N1CCCCC1` gave STEP block -3, NadD inh -2, CSN deneddyl inh 1, Scp-1 inhibitor -4, DNMT1 inh 0, Rpn11 inh inactive, Neddyl block inactive, LMPTP block 0.1, Rin1 Abl inh -5 and SUMO1 PPI mod -36.
For COc1ccccc1N1CCN(C(=O)C(=O)c2cn(CC(=O)N3CCCC3)c3ccccc23)CC1 the results were STEP block 1, NadD inh 1, CSN deneddyl inh -3, Scp-1 inhibitor 4, DNMT1 inh -1, Rpn11 inh inactive, Neddyl block inactive, LMPTP block -0.1, Rin1 Abl inh 2 and SUMO1 PPI mod -7.
For O=C(CN1C(=O)S/C(=C\c2cccs2)C1=O)Nc1ccc(O)cc1C(=O)O the results were STEP block -1, NadD inh -4, CSN deneddyl inh 0, Scp-1 inhibitor 10, DNMT1 inh 0, Rpn11 inh inactive, Neddyl block inactive, LMPTP block 0.0, Rin1 Abl inh 1 and SUMO1 PPI mod -14.
`C/C(=N\NC(=O)c1c(Cl)cnn1C)c1ccc(NC(=O)c2ccncc2)cc1` gave STEP block -1, NadD inh 4, CSN deneddyl inh 0, Scp-1 inhibitor -4, DNMT1 inh 0, Rpn11 inh inactive, Neddyl block inactive, LMPTP block -0.7, Rin1 Abl inh 1 and SUMO1 PPI mod -3.
Screening O=C(c1ccc(S(=O)(=O)N2CCC(c3nc4ccccc4[nH]3)CC2)cc1)N1CCOCC1 returned STEP block -1, NadD inh 0, CSN deneddyl inh -1, Scp-1 inhibitor 0, DNMT1 inh 12, Rpn11 inh inactive, Neddyl block inactive, LMPTP block -1.0, Rin1 Abl inh 2 and SUMO1 PPI mod -2.
`Nc1nc(SCc2c(Cl)cccc2Cl)n[nH]1` gave STEP block 3, NadD inh -8, CSN deneddyl inh 3, Scp-1 inhibitor -2, DNMT1 inh 3, Rpn11 inh inactive, Neddyl block inactive, LMPTP block -1.6, Rin1 Abl inh 2 and SUMO1 PPI mod 0.
CCOc1ccc(-c2cc(CCCC(=O)N3CCN(c4ccc(OC)cc4)CC3)no2)cc1 was read as STEP block 1, NadD inh 2, CSN deneddyl inh 2, Scp-1 inhibitor 6, DNMT1 inh 2, Rpn11 inh inactive, Neddyl block inactive, LMPTP block 0.3, Rin1 Abl inh 0 and SUMO1 PPI mod 1.
`CC1=C(C(=O)OC(C)C)C(c2ccc3c(c2)OCO3)NC(=O)N1` (stereo not drawn) gave STEP block 1, NadD inh 6, CSN deneddyl inh 1, Scp-1 inhibitor 0, DNMT1 inh -1, Rpn11 inh inactive, Neddyl block inactive, LMPTP block -1.2, Rin1 Abl inh -1 and SUMO1 PPI mod -2.
COc1ccc(C(=O)N(Cc2nc(-c3ccc(C)cc3)no2)C2CCCCC2)cc1OC was read as STEP block -6, NadD inh -5, CSN deneddyl inh -4, Scp-1 inhibitor -12, DNMT1 inh -9, Rpn11 inh inactive, Neddyl block inactive, LMPTP block 3.5, Rin1 Abl inh 1 and SUMO1 PPI mod 3.
Cc1ccc(-n2c(C)nc3c(cnn3-c3ccccc3Cl)c2=O)cc1C was read as STEP block 1, NadD inh -6, CSN deneddyl inh 5, Scp-1 inhibitor -7, DNMT1 inh 0, Rpn11 inh inactive, Neddyl block inactive, LMPTP block -0.3, Rin1 Abl inh 1 and SUMO1 PPI mod -2.
For Cc1ccc2nc(-c3ccc(Cl)cc3)c(Cc3cccc(Cl)c3)n2c1 the results were NadD inh 20, CSN deneddyl inh 3, Neddyl block inactive, LMPTP block 7.5 and SUMO1 PPI mod 7.
`CC(C(=O)Nc1ccon1)N1C(=O)c2ccccc2S1(=O)=O` (stereo not drawn) gave STEP block -1, NadD inh 0, CSN deneddyl inh -1, Scp-1 inhibitor -9, DNMT1 inh 2, Rpn11 inh inactive, Neddyl block inactive, LMPTP block -0.9, Rin1 Abl inh -2 and SUMO1 PPI mod 7.
`NN(CCO)C(=S)Nc1ccc(Cl)cc1` gave STEP block -2, NadD inh 2, CSN deneddyl inh -1, Scp-1 inhibitor -5, DNMT1 inh 2, Rpn11 inh inactive, Neddyl block inactive, LMPTP block 0.1, Rin1 Abl inh 3 and SUMO1 PPI mod -2.
CCOC(=O)C1(CCCc2ccccc2)CCN(Cc2ccn[nH]2)CC1 was read as STEP block 11, NadD inh -3, CSN deneddyl inh 3, Scp-1 inhibitor 2, DNMT1 inh 4, Rpn11 inh inactive, Neddyl block inactive, LMPTP block -0.3, Rin1 Abl inh -1 and SUMO1 PPI mod -1.
`O=C(NCCCCC(NC(=O)C1CCCCC1)C(=O)O)c1ccccc1` (stereo not drawn) gave STEP block 0, NadD inh -3, CSN deneddyl inh 3, Scp-1 inhibitor 1, DNMT1 inh 13, Rpn11 inh inactive, Neddyl block inactive, LMPTP block -2.3, Rin1 Abl inh 0 and SUMO1 PPI mod 3.
`CCc1sc(C(=O)NCCc2ccc(S(N)(=O)=O)cc2)cc1C` gave STEP block -4, NadD inh -1, CSN deneddyl inh 5, Scp-1 inhibitor 14, DNMT1 inh 7, Rpn11 inh inactive, Neddyl block inactive, LMPTP block 3.3, Rin1 Abl inh 3 and SUMO1 PPI mod 0.
Screening O=C(Nc1cc(S(=O)(=O)N2CCOCC2)ccc1N1CCCC1)c1cc(F)c(F)cc1Cl returned STEP block 0, NadD inh -4, CSN deneddyl inh 4, Scp-1 inhibitor -4, DNMT1 inh -1, Rpn11 inh inactive, Neddyl block inactive, LMPTP block -0.4, Rin1 Abl inh 1 and SUMO1 PPI mod -2.
`CCN(CC)C1CCS(=O)(=O)C1` (stereo not drawn) gave STEP block 1, NadD inh 0, CSN deneddyl inh 3, Scp-1 inhibitor 11, DNMT1 inh 5, Rpn11 inh inactive, Neddyl block inactive, LMPTP block -0.1, Rin1 Abl inh 1 and SUMO1 PPI mod 3.
For Cc1ccc(CNC(=O)CCc2ccccc2)cc1 the results were STEP block -3, NadD inh -4, CSN deneddyl inh -5, Scp-1 inhibitor -4, DNMT1 inh -1, Rpn11 inh inactive, Neddyl block inactive, LMPTP block -0.6, Rin1 Abl inh 2 and SUMO1 PPI mod 3.
Screening COCCCNC(=O)C1CCCN(S(=O)(=O)c2ccc(C)cc2)C1 (stereo not drawn) returned STEP block -3, NadD inh -2, CSN deneddyl inh -2, Scp-1 inhibitor -3, DNMT1 inh 0, Rpn11 inh inactive, Neddyl block inactive, LMPTP block -0.8, Rin1 Abl inh -1 and SUMO1 PPI mod -4.
For O=C(Nc1ccc(F)cc1F)c1ccc2c(c1)[nH]c(=O)n2Cc1ccc(F)cc1 the results were STEP block -2, NadD inh 2, CSN deneddyl inh 4, Scp-1 inhibitor -7, DNMT1 inh -2, Rpn11 inh inactive, Neddyl block inactive, LMPTP block 1.0, Rin1 Abl inh 2 and SUMO1 PPI mod -9.
`O=C(CC(SCc1ccco1)c1ccc(O)cc1)c1cccs1` (stereo not drawn) gave STEP block 4, NadD inh -7, CSN deneddyl inh 2, Scp-1 inhibitor -6, DNMT1 inh -9, Rpn11 inh inactive, Neddyl block inactive, LMPTP block 0.1, Rin1 Abl inh -1 and SUMO1 PPI mod -7.
`CCCc1nn(C)c(C(=O)Nc2cccc(C)c2)c1Cl` gave STEP block 2, NadD inh 1, CSN deneddyl inh 2, Scp-1 inhibitor -4, DNMT1 inh 2, Rpn11 inh inactive, Neddyl block inactive, LMPTP block 0.4, Rin1 Abl inh -1 and SUMO1 PPI mod -3.
Cc1ccc(N2C(=O)CC(Sc3ccccc3C(=O)O)C2=O)cc1 (stereo not drawn) was read as STEP block -4, NadD inh -4, CSN deneddyl inh -3, Scp-1 inhibitor -6, DNMT1 inh 3, Rpn11 inh inactive, Neddyl block inactive, LMPTP block -2.1, Rin1 Abl inh 0 and SUMO1 PPI mod 3.
Screening CCOc1ccc(/C=N/NC(=O)C(C)N(c2ccc(OC)cc2)S(C)(=O)=O)cc1OCC (stereo not drawn) returned STEP block 2, NadD inh -3, CSN deneddyl inh 4, Scp-1 inhibitor -4, DNMT1 inh -4, Rpn11 inh inactive, Neddyl block inactive, LMPTP block -1.3, Rin1 Abl inh 1 and SUMO1 PPI mod 1.
CC(=O)c1ccc(-c2ccccc2OC(F)(F)F)o1 was read as STEP block 2, NadD inh -3, CSN deneddyl inh 0, Scp-1 inhibitor -11, DNMT1 inh -6, Rpn11 inh inactive, Neddyl block inactive, LMPTP block 0.1, Rin1 Abl inh 0 and SUMO1 PPI mod -5.
For COc1ccc(CN2CCN(Cc3ccc(C)cc3)CC2)c(OC)c1 the results were STEP block 2, NadD inh -10, CSN deneddyl inh 2, Scp-1 inhibitor -19, DNMT1 inh -1, Rpn11 inh inactive, Neddyl block inactive, LMPTP block -8.4, Rin1 Abl inh 3 and SUMO1 PPI mod 1.
`CC(C)(C)NC(=O)N1CCCC(C(=O)c2cccc(Cl)c2)C1` (stereo not drawn) gave STEP block 2, NadD inh 2, CSN deneddyl inh 1, Scp-1 inhibitor -2, DNMT1 inh -2, Rpn11 inh inactive, Neddyl block inactive, LMPTP block -1.6, Rin1 Abl inh 5 and SUMO1 PPI mod -1.
Cc1ccc(CN2CCN(C3CSCCSC3)CC2CCO)cc1 (stereo not drawn) was read as STEP block 1, NadD inh -5, CSN deneddyl inh 13, Scp-1 inhibitor -10, DNMT1 inh 1, Rpn11 inh inactive, Neddyl block inactive, LMPTP block -1.5, Rin1 Abl inh -2 and SUMO1 PPI mod -1.
Screening Cc1onc(-c2ccccc2)c1C(=O)NCC1CCN(C(=O)c2c(-c3ccccc3)noc2C)CC1 returned STEP block 0, NadD inh -3, CSN deneddyl inh 4, Scp-1 inhibitor -5, DNMT1 inh 4, Rpn11 inh inactive, Neddyl block inactive, LMPTP block 0.1, Rin1 Abl inh 3 and SUMO1 PPI mod 1.
For O=C(C1CCC(CNc2c(N3CCCC3)c(=O)c2=O)CC1)N1CCc2ccccc21 (stereo not drawn) the results were STEP block 1, NadD inh -4, CSN deneddyl inh 0, Scp-1 inhibitor 6, DNMT1 inh 2, Rpn11 inh inactive, Neddyl block inactive, LMPTP block -0.9, Rin1 Abl inh -4 and SUMO1 PPI mod 2.
O=c1c2ccccc2n2c(-c3ccc(C(F)(F)F)cc3)nnc2n1Cc1ccccc1 was read as STEP block 2, NadD inh 2, CSN deneddyl inh 1, Scp-1 inhibitor 0, DNMT1 inh 3, Rpn11 inh inactive, Neddyl block inactive, LMPTP block 1.1, Rin1 Abl inh 1 and SUMO1 PPI mod -1.
